# RGS4 inh: human RGS4 inhibition. 310,000 compounds, 0.45% hits. B-score at 10 µM. HEK293 M3R/RGS4 inducible, Fluo-4 calcium flux; hits give high values; triggered by carbachol at its EC20;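 active means B-score, a plate-corrected calcium signal, over three deviations above library mean, with baseline fluorescence within five deviations of library mean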;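 further: RGS4 expression induced by doxycycline in cells with stable M3 receptor; B-score is computed from the integrated fluorescence ratio over baseline after carbachol; higher B-score means a larger calcium signal and so more RGS4 inhibition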
# Target sequence (P49798 whole entry, looked up): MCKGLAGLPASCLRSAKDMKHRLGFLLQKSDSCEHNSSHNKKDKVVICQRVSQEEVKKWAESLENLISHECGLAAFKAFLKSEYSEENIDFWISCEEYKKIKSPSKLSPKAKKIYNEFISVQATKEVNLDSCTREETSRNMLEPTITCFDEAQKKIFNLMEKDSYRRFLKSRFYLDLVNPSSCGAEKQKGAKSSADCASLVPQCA
# MrgX1 antag: human MrgX1 receptor antagonism, primary screen; Q96LB2; B-score at 10 µM; MRGX1-HEK293 calcium flux, Fluo-4, BAM8-22 antagonism; hits give low values; AID 588676; 310,000 compounds, 1.3% hits;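 active means calcium-response B-score plate-corrected more than 3 library SD below zero, starting fluorescence within 5 deviations, no agonist response on first addition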;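 further: peak minus trough fluorescence over baseline after final BAM8-22 challenge near maximal dose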
# Target sequence (Q96LB2 whole entry, looked up): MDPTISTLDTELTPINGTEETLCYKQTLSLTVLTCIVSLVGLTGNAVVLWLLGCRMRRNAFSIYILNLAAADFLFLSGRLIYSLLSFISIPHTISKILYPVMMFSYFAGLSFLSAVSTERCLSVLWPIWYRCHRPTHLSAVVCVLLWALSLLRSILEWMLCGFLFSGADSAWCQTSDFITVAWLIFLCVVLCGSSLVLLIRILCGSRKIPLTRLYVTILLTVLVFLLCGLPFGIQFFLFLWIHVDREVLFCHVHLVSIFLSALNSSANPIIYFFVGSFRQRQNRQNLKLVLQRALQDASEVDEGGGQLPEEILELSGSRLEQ
# MrgX1 PAM: human MrgX1 positive allosteric modulation, primary screen; Q96LB2; 310,000 compounds, 0.63% hits; MrgX1-HEK293, Fluo-4 calcium flux, FDSS; hits give high values; AID 588675; B-score at 10 µM;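 active means plate-corrected calcium response at least 3 library SD above typical, normal starting fluorescence, not activating the receptor alone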;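 further: compound read alongside a low EC10 to EC30 dose of BAM8-22 agonist; peak minus trough fluorescence over baseline measured at the second addition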
# TRPC6 act: activates the mouse TRPC6 cation channel; HEK293-TRPC6 membrane potential dye fluorescence; hits give high values; 310,000 compounds, 0.13% hits; B-score at 10 µM;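 active means B-score of the integrated fluorescence ratio above library mean plus 3 SD, and starting fluorescence ratio within library mean plus 5 SD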;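 further: higher score means more depolarization so channel activation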
# MrgX1 ag: human MrgX1 receptor agonism, primary screen. MrgX1-HEK293 cells, Fluo-4 calcium fluorescence, agonist mode; hits give high values. B-score at 10 µM. 310,000 compounds, 0.44% hits;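 active means calcium response B-score plate-corrected fluorescence ratio at least 3 library SD, with starting fluorescence B-score inside 5 SD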
#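 Material – MrgX1-expressing HEK293 cells · Input – 15,000 cells seeded per well · Dosing – compound as first of three additions · Times – overnight seeding, then 1 h dark dye loading · Measured by – kinetic Fluo-4 NW fluorescence of intracellular calcium · Read-out – B-scored fluorescence response ratio · Benchmarks – positive and negative control wells on each plate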
# TMEM16A inh: mouse TMEM16A channel inhibition, primary screen; normalized B-score (activity score, 25-100; higher = stronger inhibition) at 10 µM; 310,000 compounds, 1.2% hits; HEK293 TMEM16A/YFP iodide influx fluorescence, ionomycin; Q8BHY3; AID 588511;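 active means ratio plate-corrected score three or more library SD toward inhibition, starting fluorescence score within five deviations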;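 further: score derived from kinetic fluorescence span divided by baseline fluorescence per well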
# ANO1 activ: activates or potentiates the mouse TMEM16A chloride channel | Q8BHY3 | HEK293 TMEM16A/YFP-H148Q/I152L, iodide quench fluorescence; hits give low values | B-score at 10 µM | 340,000 compounds, 0.3% hits | AID 623877;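 active means fluorescence-ratio B-score plate-corrected deviation score at least 3 library SD below zero, with starting fluorescence score within 5 deviations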;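 further: channel opened by trigger with iodide after compound preincubation; score built on the fluorescence ratio of max minus min over baseline; more negative score means more quench and so TMEM16A activation or potentiation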
# TRPC4 agonist: activators of mouse TRPC4 channel; AID 2237; B-score at 10 µM; 310,000 compounds, 0.49% hits; HEK293 TRPC4beta/mu-opioid, Fluo4 calcium fluorescence; hits give high values;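 active means B-score above 5 SD of library B-scores, and initial fluorescence ratio not above library mean plus 5 SD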;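 further: positive B-score marks a calcium rise read as TRPC4 activation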
#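 Assay system: HEK293 stable line with TRPC4beta plus mu-opioid receptor. Times: dye 45 min RT, read 110 s. Measured by: kinetic Fluo4 calcium fluorescence. Measure: B score of integrated ratio. Controls: assay buffer as low control, maximal DAMGO as high control.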
# TRPC6 inh: mouse TRPC6 channel inhibition | 310,000 compounds, 1.1% hits | HEK293-TRPC6, membrane potential dye, ACh-evoked depolarization; hits give low values | B-score at 10 µM | Q61143;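 active means B-score under library mean minus 3 SD, initial fluorescence not abnormally high, positive integrated signal ratio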;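 further: B-score derived from integrated fluorescence ratio over the kinetic read; more negative B-score means stronger inhibition of depolarization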
# TRPC4 potent: TRPC4 (mouse) allosteric potentiation; Q9QUQ5; HEK293 TRPC4beta/mu-opioid, DAMGO EC20, Fluo-4 Ca2+ flux; hits give high values; B-score at 10 µM; 310,000 compounds, 0.42% hits; AID 2227;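 active means B-score of calcium response area above 5 SD of library B-scores, with initial fluorescence ratio within 5 SD of library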;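 further: B-score of integrated fluorescence ratio over time as area under calcium response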
# TRPC4 block: TRPC4 (mouse) channel inhibition. Q9QUQ5. HEK293 TRPC4beta/mu-opioid, DAMGO-evoked Fluo4 calcium flux; hits give low values. B-score at 10 µM. 300,000 compounds, 0.39% hits. AID 2247;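 active means B-score over 3 SD under the library average, no early fluorescence shift, positive overall ratio signal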
#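 Assay system: Stable TRPC4beta/mu-opioid receptor HEK293 cells | Reagent: DAMGO in two steps, submaximal then maximal | Compound dosing: Single concentration per test compound | Signal: Fluo4 Ca2+ flux fluorescence | Evaluation: Per-well B score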
# * = called active by the depositor; i = inactive; nt = no result given.
# Order of results – RGS4 inh | MrgX1 antag | MrgX1 PAM | TRPC6 act | MrgX1 ag | TMEM16A inh | ANO1 activ | TRPC4 agonist | TRPC6 inh | TRPC4 potent | TRPC4 block
CCOC(=O)CCC(=O)NCc1ccc2c(c1)cc(C)n2C
  i | i | i | i | i | i | i | i | i | i | i
COc1ccc(-n2nc(C(=O)NCC(=O)NCCC3=CCCCC3)c3ccccc3c2=O)cc1OC
  i | i | i | i | i | i | i | i | i | i | i
Cc1ccc(C(=O)N2c3ccccc3CC2C)o1 (stereo not given)
  i | i | i | i | i | i | i | i | i | i | i
Cc1nc(=O)c(-c2ccccc2)c(C)n1-c1ccccc1O
  i | i | i | i | i | i | i | i | i | i | i
CCN(CC)c1ccc(C(=O)OCC(=O)N(C)Cc2ccccc2)cc1
  i | i | i | i | i | i | i | i | i | i | i
COc1ccc(NC(=O)COC(=O)c2ccncc2)c(OC)c1
  i | i | i | i | i | i | i | i | i | i | i
COc1ccc(C(C)=O)cc1COC(=O)CCNS(=O)(=O)c1ccc(C(C)=O)cc1
  i | i | i | i | i | i | i | i | i | i | i
O=C(CSc1nc(=O)n2ccccc2n1)NCc1ccc2c(c1)OCO2
  i | i | i | i | i | i | i | i | i | i | i
COc1ccc(/C=C(/NC(=O)c2ccco2)C(=O)NCc2ccco2)cc1OC
  i | i | i | i | i | i | i | i | i | i | i
CC(C)(C)c1cc(Br)ccc1OCC(=O)Nc1ncn[nH]1
  i | i | i | i | i | i | i | i | i | i | i
Cc1ccc(SCC(=O)OC(C)C(=O)NCc2ccccc2)cc1 (stereo not given)
  i | i | i | i | i | i | i | i | i | i | i
Cc1cc(S(=O)(=O)N2CCOCC2)ccc1F
  i | i | i | i | i | i | i | i | i | i | i
Cc1ccc(S(=O)(=O)CCC(=O)N2CCN(c3ccc(Cl)cc3)CC2)cc1
  i | i | i | i | i | i | i | i | i | i | i
O=C(CNC(=O)c1cccs1)N/N=C/c1ccc(Cl)cc1
  i | i | i | i | i | i | i | i | i | i | i
CC(=O)SC(C[N+](=O)[O-])c1cn(C(C)=O)c2ccccc12 (stereo not given)
  16* | i | i | i | 39* | i | i | i | i | i | i

# Order of results – RGS4 inh | MrgX1 antag | MrgX1 PAM | TRPC6 act | MrgX1 ag | TMEM16A inh | ANO1 activ | TRPC4 agonist | TRPC6 inh | TRPC4 potent | TRPC4 block
CC(c1nccs1)N(C)c1nc2nonc2nc1N(C)C (stereo not given)
  i | i | i | i | i | i | i | i | i | i | i
C=CCNC(=S)NCc1cccnc1
  i | i | i | i | i | i | i | i | i | i | i
CC(=O)Nc1ccc(C(=O)OC2CCOC2=O)cc1 (stereo not given)
  i | i | i | i | i | i | i | i | i | i | i
CCc1ccc(OCc2nnc(SCCN3CCOCC3)n2CC)cc1
  i | i | i | i | i | i | i | i | i | i | i
N#CCCn1cc(/C=N/NC(N)=S)c(-c2ccc(Br)cc2)n1
  i | i | i | i | i | i | i | i | i | i | i
CN(Cc1ccco1)S(=O)(=O)c1nnc(NC(=O)c2ccccc2)s1
  i | i | i | i | i | i | i | i | i | i | i
O=C(CCn1nc(-c2ccc(Cl)cc2)ccc1=O)N1CCN(c2ccccc2)CC1
  i | i | i | i | i | i | i | i | i | i | i
Cc1ccc(-c2cc(C(=O)N3CCCC(C(F)(F)F)C3)c3ccccc3n2)o1 (stereo not given)
  i | i | i | i | i | i | i | i | i | i | i
Cc1ccc(-n2c(=O)c(C#N)cc3c(=O)n4ccccc4nc32)cc1C
  i | i | i | i | i | i | i | i | i | i | i
O=C(NN1C(=O)c2cc(Br)ccc2NC1c1cc(Br)cc(Br)c1O)c1ccncc1 (stereo not given)
  i | i | i | i | i | i | i | i | i | i | i
O=C(O)c1ccc(N/N=C/c2ccnc3ccccc23)cc1
  i | i | i | i | i | i | i | i | i | i | i
COC(=O)C1C(c2ccccc2)C(C(=O)O)C1c1ccccc1 (stereo not given)
  i | i | i | i | i | i | i | i | i | i | i
CCOc1ccc(CCNC(=O)c2ccc(=O)[nH]c2)cc1OCC
  i | i | i | i | i | i | i | i | i | i | i
Cc1ccsc1CNS(=O)(=O)c1ccc(F)cc1
  i | i | i | i | i | i | i | i | i | i | i
O=C(/C=C/c1ccccc1)NCc1ccco1
  i | i | i | i | i | i | i | i | i | i | i

# Order of results – RGS4 inh | MrgX1 antag | MrgX1 PAM | TRPC6 act | MrgX1 ag | TMEM16A inh | ANO1 activ | TRPC4 agonist | TRPC6 inh | TRPC4 potent | TRPC4 block
CC(C)=C(NC(=O)c1ccccc1)C(=O)N/N=C(\C)c1ccccc1O
  i | i | i | i | i | i | i | i | i | i | i
COc1cccc(/C=N/NC(=S)NCc2ccco2)c1OC
  i | i | i | i | i | i | i | i | i | i | i
Cc1ccnc(N2CCC(C(=O)Nc3ccc(Oc4ccccc4)cc3)CC2)n1
  i | i | i | i | i | i | i | i | i | i | i
CCCCn1c(N)c(N(CCOC)C(=O)CSCc2cccc(C)c2)c(=O)[nH]c1=O
  i | i | i | i | i | i | i | i | i | i | i
COc1cccc(NC(=O)COc2cccc(-n3cnnn3)c2)c1
  i | i | i | i | i | i | i | i | i | i | i
CC(=O)Nc1ccc(S(=O)(=O)NCCc2ccccn2)cc1
  i | i | i | i | i | i | i | i | i | i | i
Cc1ccc(C(C)C)c(OCc2ccc(C(=O)N/N=C/c3ccc(O)c(O)c3)cc2)c1
  i | i | i | i | i | i | i | i | i | i | i
CCN(c1cccc(C)c1)S(=O)(=O)c1ccc2c(c1)oc(=O)n2C
  i | i | i | i | i | i | i | i | i | i | i
CC(=O)N1CCC2(CC1)CC(=O)c1cc(OCC(=O)NCc3ccco3)ccc1O2
  i | i | i | i | i | i | i | i | i | i | nt
Cc1ccc(CSc2nc3nc(C)cc(C)n3n2)cc1
  i | i | i | i | i | i | i | i | i | i | i
COc1ccc(C(=O)C(Cc2cc(C(C)=O)ccc2OC)N2CCCC2)cc1 (stereo not given)
  i | i | i | i | i | i | i | i | i | i | i
O=C(NC12CC3CC(CC(C3)C1)C2)c1cc([N+](=O)[O-])ccc1Cl
  i | i | i | i | i | i | i | i | i | i | i
O=[N+]([O-])c1cc(/C=N/O)ccc1SCc1ccccc1
  i | i | i | i | i | i | i | i | i | i | i
COc1ccc(CC(=O)N/N=C(\C)CC(=O)NCc2ccco2)cc1OC
  i | i | i | i | i | i | i | i | i | i | i
Cn1nc(C(=O)N2CCCCC2)c2c1-c1ccccc1S(=O)(=O)C2
  i | i | i | i | i | i | i | i | i | i | i

# Order of results – RGS4 inh | MrgX1 antag | MrgX1 PAM | TRPC6 act | MrgX1 ag | TMEM16A inh | ANO1 activ | TRPC4 agonist | TRPC6 inh | TRPC4 potent | TRPC4 block
O=C(CSc1n[nH]c(-c2ccncc2)n1)NC1CCS(=O)(=O)C1 (stereo not given)
  i | i | i | i | i | i | i | i | i | i | i
S=C(Nc1ccc(Br)cc1Cl)N1CCC2(CC1)OCCO2
  i | i | i | i | i | i | i | i | i | i | i
Cc1ccc(N2C(=O)c3ccccc3C2Nc2ccc(S(=O)(=O)N3CCCCC3)cc2)nc1 (stereo not given)
  i | i | i | i | i | i | i | i | i | i | i
CSc1nccc(Oc2ccccc2Cl)n1
  i | i | i | i | i | i | i | i | i | i | i
COc1ccc(NC(=O)/C(=C\c2ccc3c(c2)OCO3)NC(C)=O)cc1
  i | i | i | i | i | i | i | i | i | i | i
COc1ccc(-c2nnc(SCC(=O)NCCc3ccc(S(N)(=O)=O)cc3)o2)cc1OC
  i | i | i | i | i | i | i | i | i | i | i
CC(=O)Oc1cc2c(C(C)=O)coc2c2ccccc12
  i | i | i | i | i | i | i | i | i | i | i
Cc1ccc(S(=O)(=O)N(c2cccc(C(F)(F)F)c2)C2C=CS(=O)(=O)C2)cc1 (stereo not given)
  i | i | i | i | i | i | i | i | i | i | i
COc1ccc(CNC(=O)c2nc(S(=O)(=O)Cc3ccccc3)ncc2Cl)cc1
  i | i | i | i | i | i | i | i | i | i | i
COc1cc(/C=C/C2=NNC(=O)CC2)cc(OC)c1OC
  i | i | i | i | i | i | i | i | i | i | i
COc1ccc(-c2cc(C(=O)NCCCN3CCOCC3)no2)cc1
  i | i | i | i | i | i | i | i | i | i | i
Cc1ccc2c(C)nc(Nc3nc(CSc4nnc(C)s4)cc(=O)[nH]3)nc2c1
  i | i | i | i | i | i | i | i | i | i | i
O=C(NC(=O)N1CCN(c2ccc([N+](=O)[O-])cn2)CC1)c1ccccc1F
  i | i | i | i | i | i | i | i | i | i | i
Cc1nc(-c2noc(-c3cccc(Cl)c3)n2)c(C(F)(F)F)o1
  i | i | i | i | i | i | i | i | i | i | i
Cc1c(NS(=O)(=O)c2ccccc2)c(=O)n(-c2ccccc2)n1C
  i | i | i | i | i | i | i | i | i | i | i

# Order of results – RGS4 inh | MrgX1 antag | MrgX1 PAM | TRPC6 act | MrgX1 ag | TMEM16A inh | ANO1 activ | TRPC4 agonist | TRPC6 inh | TRPC4 potent | TRPC4 block
O=S(=O)(c1ccc2ccccc2c1)N1CCN(C2CCN(Cc3ccccc3)CC2)CC1
  i | i | i | i | i | i | i | i | i | i | i
CCOc1ccc2[nH]c(=O)c(CN(Cc3ccc(F)cc3)C(=O)c3ccco3)cc2c1
  i | i | i | i | i | i | i | i | i | i | i
O=C(COC(=O)C1CCN(/C=C/C(=O)C(F)(F)F)CC1)Nc1ccccc1
  i | i | i | i | i | i | i | i | i | i | i
CCCNS(=O)(=O)c1ccc(OCC(=O)N(C)Cc2ccccc2)cc1
  i | i | i | i | i | i | i | i | i | i | i
CC(=O)N1CCc2cc(S(=O)(=O)NC(Cc3ccccc3)C(=O)O)ccc21 (stereo not given)
  i | i | i | i | i | i | i | i | i | i | i
COCCCNC(=O)CSc1nc2c(sc3ccccc32)c(=O)n1CCCC(=O)NCC1CCCO1 (stereo not given)
  i | i | i | i | i | i | i | i | i | i | i
Cc1ccc2cc(CCNC(=O)CCCc3ccccc3)c(=O)[nH]c2c1C
  i | i | i | i | i | i | i | i | i | i | i
O=C(NC(=S)Nn1cnnc1)c1ccccc1
  i | -8.3* | i | i | i | i | i | i | i | i | i
COc1cc2c(cc1OC)C(c1cccc(F)c1)CC(=O)N2 (stereo not given)
  i | i | i | i | i | i | i | i | i | i | i

# Compound activity (PubChem)
